From PubChem BioAssay
FN deposit inh = inhibitors of fibronectin matrix deposition, primary screen, AH1F cells, Alexa488-fibronectin fluorescence, plate reader; inhibition, % at 12.6 µM; AH1F fibroblasts, overnight; AID 743247, 2014; actives 0.086% (n = 350,000);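 active = mean inhibition across replicates of 30% or more, regardless of how many single replicates reach that level; inconclusive = mean under 30% yet at least half of replicates reach 30%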;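 note: positive control wells lacked labelled fibronectin entirely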
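Material: AH1F fibroblasts assembling fluorescent fibronectin matrix; amount: 10000 AH1F cells/well; medium: DMEM, 2% serum; reagent: Alexa488-fibronectin, 24 nM final in well; dosing: single compound dose, delivered by pin transfer; incubation: 1 h adhesion, overnight exposure; detection: fluorescence after three HBSS washes, excitation 485 nm, emission 525 nm; measure: fibronectin deposition inhibition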
INS-1E GSIS act = GLuc luminescence reporter in INS-1E cells, primary screen for activators of glucose-dependent secretion of insulin; INS-1E GLuc reporter insulin secretion, 2-3 h; activation, % at 16.6 µM; actives 0.61% (n = 370,000);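 active = lowest replicate activation of at least 40%, so every replicate reaches that level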;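 note: 0% = median of neutral control wells and 100% = median of IBMX positive control wells; some compounds called inactive have numbers as strong as hits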
DENV2 CPE = inhibitors of DENV2 cytopathic effect, primary screen, cell-based, plate reader, single concentration. DENV2-infected cells, cytopathic effect rescue. CPE inhibition, % at 9.99 µM. actives 1.7% (n = 350,000); in the data active = CPE inhibition above about 20%, passing the limit was not always enough; inconclusive = no clear call, values can overlap the other calls; tested in BHK-21 cells;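 note: 0% = median of neutral control wells and 100% = median of positive control wells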
miR122 inh = miR-122 Renilla sensor signal increase in Huh7, primary screen, miR-122 inhibitor project, cell-based, single point, plate reader; Huh7 miR-122 Renilla luciferase sensor, 48 h; neutral wells = 0, positive control = 100; activation (reporter increase), % at 12.5 µM; actives 0.3% (n = 340,000); AID 602342, 2012;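 active = mean replicate activation score at least 90 and every replicate individually at or above 90; inconclusive = only one of the two criteria met; inactive = neither criterion met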;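 note: higher luciferase means less miR-122 activity so hits act as miR-122 inhibitors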
EWS-Fli block = EWS/Fli-driven NR0B1 reporter inhibitors, primary screen, A673 cells, NR0B1 luciferase, luminescence, MLPCN library | actives 0.67% (n = 350,000) | inhibition, % at 12.6 µM | viability-normalised;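 active = mean inhibition of at least 50% after viability correction, with every replicate also passing that limit; inconclusive = mean reaches 50% but only one of two replicates passes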;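 note: firefly luciferase signal divided by Alamar Blue viability fluorescence both relative to DMSO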
F508del corr = F508del CFTR correction, initial screen, CFBE line, single point; activity (quench increase), % at 7.58 µM; actives 0.36% (n = 350,000); CFBE cells, YFP halide quenching; stimulated with forskolin plus potentiator P3; % fluorescence drop versus neutral controls;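 active = mean added fluorescence quench of at least 8% versus neutral control, with both replicates also reaching 8%; inconclusive = only one of the mean or replicate conditions met; inactive = mean below 8% and not both replicates reaching 8%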;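 note: cells transiently co-express mutant CFTR-F508del with the halide-sensitive YFP; corrector assay measuring rescue of mutant channel to the surface after 24 h compound exposure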
PAX8 inh HTS = inhibitors of PAX8-driven TPO luciferase reporter, primary screen, RMG-I cells, single concentration; SteadyGlo, 24 h; inhibition, % at 12.6 µM; actives 1.2% (n = 360,000); AID 652154, 2013;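 active = mean replicate inhibition at least 60% with every replicate also reaching 60%; inconclusive = only one of the two criteria is met; inactive = mean below 60% and not all replicates reaching 60%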;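 note: luciferase light reporting Pax8 driven TPO promoter activity; plate controls were median of neutral control wells for no effect and mitoxantrone controls for full effect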
* = called active by the depositor; ? = inconclusive; / = not tested or not shown; [ ] = dose if it differs, or a comment.

canonical_smiles	PAX8 inh HTS	miR122 inh	DENV2 CPE	EWS-Fli block	INS-1E GSIS act	F508del corr	FN deposit inh
CNC[C@H]1Oc2c(NS(=O)(=O)c3ccc(C)cc3)cccc2C(=O)N([C@@H](C)CO)C[C@@H]1C	-9	-6[16.7 µM]	-9	6	5	-1.9	/
CCC1(c2ccc(F)cc2)NC(=O)N(CC(=O)c2cc(C)n(C3CC3)c2C)C1=O (centres undefined)	0	/	6	3	-6	0.2	-2
COc1ccc(C(=O)Nc2ccc(Cn3ccnc3)cc2)cc1OC	-50	0	4	-26	21	1.2	-4
COc1ccc2c3c([nH]c2c1)[C@H](CO)N(C)CC31CN(S(=O)(=O)c2cccc(F)c2)C1	/	/	?	0	3	0.2	/
Cc1ccc(S(=O)(=O)N(C)C[C@H]2OCCCC[C@H](C)Oc3ccc(NC(=O)c4ccncc4)cc3C(=O)N([C@@H](C)CO)C[C@@H]2C)cc1	-38	0[16.7 µM]	-4	-7	-28	-0.4	-5
COc1ccccc1NC(=O)CCC(=O)Nc1nnc(C2CCCCC2)s1	-16	6	1	/	-5	1.9	1
CCCCCCCCN1C(=O)[C@H](CC(=O)NCCCOC)C[C@@]2(C(=O)OC)CCCCC=C12	6	/	-8	9	/	0.7	-3
CN1C(N)=NC(=O)/C1=C\c1ccc(Br)cc1	-5	-11	-1	-27	/	-2.0	4
CC(=O)N1CCC(C(=O)Nc2ccc(S(=O)(=O)N3CCCC(C)C3)cc2)CC1 (centres undefined)	-3	/	-2	11	0	0.7	-3
O=C(CCN1C(=O)C2CC=CCC2C1=O)Nc1nccs1 (centres undefined)	-12	5	-7	/	15	1.8	-6
O=C(Nc1ccc(Cl)cc1)C1Cc2c(-c3ccccc3Oc3ccccc3)ccnc2O1 (centres undefined)	15	-7	-15	9	-27	-1.8	-2
CCOC(=O)C1=C(C)N(CC(C)C)C(=O)C1	14	-2	/	7	21	0.8	-4
O=C(NC1CCCCC1)C(c1ccncc1)N(C(=O)c1csnn1)c1ccccc1 (centres undefined)	-17	-1	18	-5	-14	-4.6	7
O=C(c1ccccc1)N1N=C(c2ccccc2)CC1c1ccccc1O (centres undefined)	11	/	6	8	-4	-1.0	-13
C[C@H](CO)N1C[C@H](C)[C@@H](CN(C)Cc2ccc(C(=O)O)cc2)Oc2ccc(NC(=O)C3CCCCC3)cc2C1=O	/	2[16.7 µM]	-7	-5	7	-1.1	/
C[C@@H]1CCCCO[C@@H](CN(C)Cc2ccc(Cl)c(Cl)c2)[C@@H](C)CN([C@@H](C)CO)C(=O)c2cc(NC(=O)c3ccccc3)ccc2O1	66*	-6[16.7 µM]	16	9	-14	-2.5	-1
O=C(C[C@@H]1CC[C@@H]2[C@H](COC[C@@H](O)CN2S(=O)(=O)c2ccccc2)O1)Nc1ccccc1	-2	2[16.7 µM]	5	2	-3	0.3	-4
COCCN(C(=S)Nc1cccc(C)c1)C(C)c1cccnc1 (centres undefined)	19	-2	2	5	8	2.1	4
Cc1nc2ccccc2c(=O)n1NCc1cc(Br)cs1	/	8	/	0	5	3.1	/
Cc1c(Cc2ccc3c(c2)OCO3)sc(NC(=O)C2CC2)c1C(N)=O	4	-6	-9	2	21	-1.0	10
O=c1[nH]c2ccc(Cl)cc2c(O)c1Cc1ccccc1	-4	/	8	6	13	-0.1	-2
NC(=O)CC(NC(=O)Cc1ccc(Br)cc1)c1ccc(NCc2ccc(F)cc2)c([N+](=O)[O-])c1 (centres undefined)	9	8	/	11	/	2.6	17
Cc1cc(C(=O)Nc2cccc3c2O[C@H](CN(C)Cc2ccc(C(=O)Nc4ccccc4N)cc2)[C@H](C)CN([C@@H](C)CO)C3=O)n(C)n1	/	?	5	48	-2	5.6	-1
CCOC(=O)Cc1csc(NC(=O)Nc2cccc(Cl)c2)n1	-18	/	5	-13	23	-0.8	1
COc1ccc(NC(=O)Nc2ccc3c(c2)C(=O)N([C@H](C)CO)C[C@@H](C)[C@@H](CN(C)S(=O)(=O)c2cn(C)cn2)OCCCC[C@H](C)O3)cc1	-7	11[16.7 µM]	2	-15	3	0.1	/
C[C@@H]1CN([C@@H](C)CO)C(=O)c2cc(NS(=O)(=O)c3cn(C)cn3)ccc2O[C@@H](C)CCCCO[C@@H]1CN(C)CC1CCCCC1	-8	-3[16.7 µM]	-3	-2	-8	-0.3	/
COc1ccc2c(CC(=O)Nc3nccs3)coc2c1	-32	-6	/	-58	7	1.0	6
CN(C)/N=C/c1ccc(N2CCOCC2)cc1	-50	-1	-1	-71	4	-0.4	/
Cc1ccccc1C(=O)N1CCC(C(=O)Nc2ccccc2N2CCCC2)CC1	-1	-2	-12	5	-16	0.1	0
O=C(Nc1ccc2c(c1)[C@@H]1C[C@@H](CC(=O)N3CCc4ccccc4C3)O[C@@H](CO)[C@@H]1O2)C1CCOCC1	4	-2[16.7 µM]	-5	-2	-5	0.2	/
COc1ccc(-c2ccc3c(c2)[C@@H]2[C@@H](CCN2C(=O)NC2CCCC2)[C@H](CO)N3C)cc1	1	/	-12	8	-28	3.5	0
COc1cc(Br)cc(/C=N/N(CCO)C2=NS(=O)(=O)c3ccccc32)c1OC	40	9	-1	5	6	-1.2	4
COCCNc1nc(Nc2ccc(Cl)cc2F)c2sccc2n1	21	-7	12	10	32	3.0	5
COc1cccc(NC(=O)CSc2nc3ccccc3c(=O)n2C)c1	-3	9	0	11	-8	4.8	5
COc1ccc(N2CCN(C(CNC(=O)C(=O)NCc3cccs3)c3ccco3)CC2)cc1 (centres undefined)	-20	/	5	6	4	0.4	-9
[N-]=[N+]=CC(=O)C(O)(c1ccccc1)C(Cl)c1ccccc1 (centres undefined)	-5	-1	-3	-5	/	-1.2	4
O=C(N/C(=C/c1cccs1)C(=O)N1CCOCC1)c1ccccc1	14	/	?	0	1	-2.0	7
C=CCn1c(CCNC(=O)c2cccs2)nnc1SCC(=O)c1ccc(Cl)cc1	/	-3	/	/	-5	/	4
Cc1cc(C)cc(-c2nnc(SCc3ccc(C(=O)O)cc3)o2)c1	-8	/	-7	12	-5	2.0	-3
COc1ccc(CC(=O)Nc2nc(C(C)(C)C)cs2)cc1	6	-9	5	11	-45	1.9	-12
C=CCCCCCCCC(=O)OC	/	-1	16	2	/	-3.1	/
COc1cc(OC)cc(C(=O)NCCCCNC(=O)c2cc(OC)cc(OC)c2)c1	12	-2	-3	-5	15	-2.0	4
C=CCNC(=O)[C@@H]1[C@H]2C(=O)O[C@H](c3ccccc3)[C@H](c3ccccc3)N2[C@H](c2ccccc2OCCO)[C@@]12C(=O)N(C(=O)OCCOC)c1ccc(C#Cc3ccc(OC)cc3)cc12	9	/	0	3	/	-1.3	/
COCC(=O)Nc1ccc2c(c1)OC[C@@H](C)N(C(C)=O)C[C@H](C)[C@H](OC)CN(C)C2=O	-9	1[16.7 µM]	/	-2	19	/	-17
CC(C)NC(=O)N(C)C[C@@H]1OCCCC[C@@H](C)Oc2ccc(NC(=O)Cc3ccccc3)cc2C(=O)N([C@@H](C)CO)C[C@@H]1C	4	-2[16.7 µM]	-2	/	20	-1.4	-2
CCCOc1ccc(C(CC(=O)O)NC(=O)C23CC4CC(CC(C4)C2)C3)cc1 (centres undefined)	/	-1	/	/	0	/	7
COc1ccc(CN2[C@H](CO)[C@@H]3c4ccccc4N(C(=O)C4CC4)C[C@@H]32)cc1	6	17[16.7 µM]	26*	3	1	-3.5	/
Cc1ccc(F)cc1NC(=S)NCCc1ccccc1	21	/	/	/	-1	/	-18
COc1ccc(OC)c(NC(=O)CCNC(=O)c2ccco2)c1	-11	-4	-1	-3	14	1.1	3
C[C@@H]1CN([C@@H](C)CO)C(=O)c2cc(C#CCc3ccccc3)cnc2O[C@@H]1CN(C)Cc1ccccn1	/	-1[16.7 µM]	14	-7	11	-0.4	-6

3 entries from above, arranged by count of non-hydrogen atoms, highest first:
canonical_smiles	PAX8 inh HTS	miR122 inh	DENV2 CPE	EWS-Fli block	INS-1E GSIS act	F508del corr	FN deposit inh
COCC(=O)Nc1ccc2c(c1)OC[C@@H](C)N(C(C)=O)C[C@H](C)[C@H](OC)CN(C)C2=O	-9	1[16.7 µM]	/	-2	19	/	-17
COc1ccc(CN2[C@H](CO)[C@@H]3c4ccccc4N(C(=O)C4CC4)C[C@@H]32)cc1	6	17[16.7 µM]	26*	3	1	-3.5	/
COCCNc1nc(Nc2ccc(Cl)cc2F)c2sccc2n1	21	-7	12	10	32	3.0	5

Other compounds
canonical_smiles	PAX8 inh HTS	miR122 inh	DENV2 CPE	EWS-Fli block	INS-1E GSIS act	F508del corr	FN deposit inh
O=C1c2ccsc2SCCN1Cc1ccccc1	-7	/	-4	7	-1	2.8	-13
O=C(OCc1cnc(Cl)s1)c1cccs1	3	-2	0	-16	-3	-2.7	/
Cc1nnn(-c2nonc2N)c1C(=O)N/N=C/c1cccc2ccccc12	-11	/	/	/	86*	/	-6
CCC(=O)Nc1ccc2c(c1)C(=O)N(C)[C@@H]1CC[C@H](CC(=O)NCCc3ccncc3)O[C@@H]1CO2	3	2[16.7 µM]	-6	2	0	-1.4	7
COc1ccc(OC)c(CN2CCCCCC2)c1	9	-1	-5	5	-10	0.4	-4
COc1ccc(NC(=O)N(C)C[C@@H]2OCCCC[C@H](C)Oc3ccc(NS(=O)(=O)c4ccccc4)cc3C(=O)N([C@H](C)CO)C[C@@H]2C)cc1	-3	16[16.7 µM]	-11	-1	-2	-1.8	0
C[C@H]1CN([C@@H](C)CO)S(=O)(=O)c2ccc(C#CC3CC3)cc2O[C@@H]1CN(C)Cc1ccc(F)cc1	/	62[16.7 µM]	0	18	-32	0.2	22
CCn1nc(C)c(CN2CCC(n3nccc3NC(=O)Cc3ccccc3)CC2)c1C	5	/	0	8	25	0.6	-6
CC(C)(C)c1ccc(CCC2OCC(C[N+]3(C)CCOCC3)O2)cc1 (centres undefined)	?	-4	2	5	3	-0.5	-3
OC[C@H]1[C@@H](c2ccccc2)C2(CN(Cc3ccccn3)C2)N1Cc1cncnc1	-2	/	6	0	2	0.9	0
O=C(C(=O)N1CCN(C(=O)c2ccco2)CC1)c1c[nH]c2ccccc12	-1	/	7	0	12	2.3	-1
CC1(C(=O)NS(=O)(=O)c2cccc(C#N)c2)CCN1C(=O)CC1CC1 (centres undefined)	-23	/	18	1	3	0.1	-10

Some of the entries so far, field by field.
CC1(C(=O)NS(=O)(=O)c2cccc(C#N)c2)CCN1C(=O)CC1CC1 (centres undefined)
- PAX8 inh HTS = -23
- miR122 inh = /
- DENV2 CPE = 18
- EWS-Fli block = 1
- INS-1E GSIS act = 3
- F508del corr = 0.1
- FN deposit inh = -10

COc1ccc(NC(=O)N(C)C[C@@H]2OCCCC[C@H](C)Oc3ccc(NS(=O)(=O)c4ccccc4)cc3C(=O)N([C@H](C)CO)C[C@@H]2C)cc1
- PAX8 inh HTS = -3
- miR122 inh = 16[16.7 µM]
- DENV2 CPE = -11
- EWS-Fli block = -1
- INS-1E GSIS act = -2
- F508del corr = -1.8
- FN deposit inh = 0

O=C1c2ccsc2SCCN1Cc1ccccc1
- PAX8 inh HTS = -7
- miR122 inh = /
- DENV2 CPE = -4
- EWS-Fli block = 7
- INS-1E GSIS act = -1
- F508del corr = 2.8
- FN deposit inh = -13

Some values from the results shown.
COc1ccc(NC(=O)N(C)C[C@@H]2OCCCC[C@H](C)Oc3ccc(NS(=O)(=O)c4ccccc4)cc3C(=O)N([C@H](C)CO)C[C@@H]2C)cc1 | F508del corr = -1.8
CC(C)(C)c1ccc(CCC2OCC(C[N+]3(C)CCOCC3)O2)cc1 (centres undefined) | EWS-Fli block = 5
Cc1nnn(-c2nonc2N)c1C(=O)N/N=C/c1cccc2ccccc12 | FN deposit inh = -6
